Runt-SMMHC FRET = blocks binding of human RUNX1 Runt domain to CBFb-SMMHC | Q01196+Q13951 | Cerulean-Runt/Venus-CBFb-SMMHC FRET ratio 530/480, 1 h | inhibition, % at 20 µM | AID 1434 | 0.74% of 220,000 active;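 active = mean inhibition across duplicate retests at 20 µM reaching about 50%, limit read from the data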;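 also: 0% = DMSO wells and 100% = wells with excess untagged CBFb-SMMHC; inhibitors lower the FRET ratio by blocking Runt binding to CBFb-SMMHC; some results filed as inactive read as strong as hits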
Target sequence (Q01196 whole entry, looked up, the tested form may be a part): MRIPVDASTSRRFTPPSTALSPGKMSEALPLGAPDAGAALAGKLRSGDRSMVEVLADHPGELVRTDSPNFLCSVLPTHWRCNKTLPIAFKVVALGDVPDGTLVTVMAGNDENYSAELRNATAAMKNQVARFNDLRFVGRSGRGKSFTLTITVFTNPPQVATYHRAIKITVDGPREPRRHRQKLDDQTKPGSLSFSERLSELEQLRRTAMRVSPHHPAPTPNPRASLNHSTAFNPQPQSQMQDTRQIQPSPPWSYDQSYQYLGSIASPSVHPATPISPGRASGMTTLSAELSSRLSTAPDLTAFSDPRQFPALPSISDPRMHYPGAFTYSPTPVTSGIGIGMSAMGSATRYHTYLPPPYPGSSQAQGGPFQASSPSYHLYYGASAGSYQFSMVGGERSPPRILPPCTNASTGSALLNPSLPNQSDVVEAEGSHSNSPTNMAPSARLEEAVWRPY
Target sequence (Q13951 whole entry, looked up, the tested form may be a part): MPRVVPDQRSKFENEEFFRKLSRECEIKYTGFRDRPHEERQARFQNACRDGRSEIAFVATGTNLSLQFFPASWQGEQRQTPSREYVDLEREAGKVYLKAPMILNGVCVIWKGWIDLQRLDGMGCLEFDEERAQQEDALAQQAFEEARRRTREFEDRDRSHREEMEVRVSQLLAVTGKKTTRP
PERK inhibitor = blocks human PERK kinase | 0.17% of 220,000 active | Q9NZJ5 | inhibition, % at 5.6 µM | CHO PERK-DD fusion, SEAP luminescence translation reporter;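 active = inhibition above the mean inhibition of all tested compounds plus 3 SD, set separately per screening campaign, cut at about 2.9% in these data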;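 also: PERK kinase domain activated by AP20187 dimerizer at 100 nM; 0% = DMSO with dimerizer and 100% = rapamycin at 8.4 µM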
TNF necrop inh = TNF-alpha cell death inhibition in Jurkat FADD-/- cells; AID 463075; activation (protection from cell death), % at 10 µM; Jurkat FADD-/- TNF necroptosis rescue, ATP luminescence, 24 h; 0 = TNF only, 100 = no-TNF cells; 0.068% of 220,000 active;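 active = activation, meaning protection from cell death, of at least 50% relative to plate controls; inactive = activation below 50%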;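 also: necroptosis triggered by 40 ng/mL TNF-alpha added together with compound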
EP2 mod = EP2 receptor (human) modulation; 0.83% of 260,000 active; induction, % at 25 µM; EP2-expressing cells, cAMP HTRF FRET, PGE2 co-stimulation; AID 940;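 active = compounds whose cAMP rise, as percent of the full-agonist control response, exceeds 60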;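 also: rat C6 glioma line stably carrying human EP2 under a CMV promoter; the protocol text gives 20 µM as final concentration; 100% = response of wells given 1 µM PGE2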
Target sequence (P43116 whole entry, looked up): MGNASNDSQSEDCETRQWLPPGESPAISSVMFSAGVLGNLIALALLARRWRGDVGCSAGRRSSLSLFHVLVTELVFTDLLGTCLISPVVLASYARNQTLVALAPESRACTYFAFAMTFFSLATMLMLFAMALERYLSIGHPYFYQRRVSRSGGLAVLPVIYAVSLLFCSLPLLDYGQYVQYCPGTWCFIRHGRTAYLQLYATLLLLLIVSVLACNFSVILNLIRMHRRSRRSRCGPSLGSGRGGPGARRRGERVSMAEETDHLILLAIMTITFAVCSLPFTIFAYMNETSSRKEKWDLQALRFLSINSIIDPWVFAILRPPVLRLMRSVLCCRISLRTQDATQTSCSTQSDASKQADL
RBBP9 inh = blocks human serine hydrolase RBBP9 | inhibition, % at 7.94 µM | recombinant RBBP9, FP-Rh probe fluorescence polarization | 0.2% of 220,000 active | O75884;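 active = inhibition above the campaign mean of all tested compounds plus 3 SD, cut at about 14% in these data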;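 also: plate controls were DMSO wells with RBBP9 for no effect and wells lacking RBBP9 protein for full effect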
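Material: RBBP9 protein. Amount: RBBP9 at 2.5 µM in dispensed solution, before mixing. Schedule: 30 min then 45 min, 25 °C. Medium: Tris buffer pH 8.0, NaCl, Pluronic. Measured by: fluorescence polarization. Measure: percent inhibition from mP, scaled between DMSO and no-protein wells. Replication: one well per compound.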
EP2 antag = blocks the human prostaglandin E2 receptor EP2; AID 1422; C6 glioma cells expressing human EP2, cAMP TR-FRET; cells stimulated with saturating PGE2; P43116; 0.52% of 260,000 active; inhibition, % at 25 µM;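 active = percent inhibition above 40 after rounding to a whole number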;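 also: rat C6 glioma host cells with rolipram phosphodiesterase inhibitor present; the protocol text gives 20 µM as final concentration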
Runt-CBFb FRET = inhibitors of human RUNX1 Runt domain binding to CBFb. Cerulean-Runt/Venus-CBFb FRET ratio 530/480, 1 h. AID 1496. inhibition, % at 20 µM. 0.46% of 220,000 active;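 active = inhibition over about 50% at 20 µM in the single-dose screen, limit read from the data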;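 also: 0% = DMSO wells and 100% = excess unlabeled CBFb competitor control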
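test system = Cerulean-tagged RUNX1 Runt domain (FRET donor) fusion protein | reagent = Venus-CBFb binding partner, 100 nM | incubation = protein complex preformed 1 h, compound exposure 1 h, room temperature, dark | detection = FRET fluorescence | read-out basis = loss of energy transfer signal | controls = 5 µM unlabeled CBFb as full-inhibition high control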
zVAD death inh = L929 zVAD cell death inhibition; L929 zVAD necroptosis rescue, ATP luminescence, 24 h; with zVAD 60 µM; viability rescue, % at 10 µM; 0.38% of 220,000 active; AID 1377;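 active = activation, scaled between plate controls, above about 75%, limit read from the data; inactive = activation under that limit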;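 also: 0% = zVAD with DMSO and 100% = DMSO alone without zVAD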
Hck-Nef inh = blocks Nef-activated human Hck kinase | P08631 | Recombinant Hck-YEEI plus Nef, Z-Lyte FRET kinase assay | inhibition, % at 20 µM | 0.68% of 220,000 active;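 active = Hck-Nef kinase inhibition above about 50%, limit read from the data; inactive = inhibition below that limit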;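 also: 0% = DMSO with Hck plus Nef and 100% = Hck alone without Nef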
* = called active by the depositor; x = no result given; & = joins results of further samples. A portion of the library, so the mix of outcomes need not match the whole.

Order of results – Runt-SMMHC FRET	PERK inhibitor	TNF necrop inh	EP2 mod	RBBP9 inh	EP2 antag	Runt-CBFb FRET	zVAD death inh	Hck-Nef inh
CN1CCN(C(=O)C23CC4CC(C)(CC(C)(C4)C2)C3)CC1
    2.4	1.1	2.1	0.6	-0.6	6.2	-0.4	0.0	3.3
NC(=O)c1ccccc1NC(=O)COc1ccc(Cl)cc1
    0.5	0.1	1.8	-6.3	-11.8	7.5	1.7	-0.1	27.9
COc1cc(NC(=O)C(C)Oc2ccccc2)c(C(=O)O)cc1OC (stereo not drawn)
    -2.7	0.1	-0.4	25.0	-5.0	6.2	-0.2	-0.1	-8.2
Cc1cccc(C2c3[nH]c4ccccc4c3CCN2C(=O)c2nn(C)c(=O)c3ccccc23)n1 (stereo not drawn)
    -2.7	1.1	2.6	-48.8	-6.5	8.1	-2.7	2.0	-6.7
CCOC(=O)c1cnc(SC2CC(=O)N(c3ccccc3)C2=O)nc1N (stereo not drawn)
    -1.3	-0.4	-0.7	-0.5	-7.0	9.0	2.5	0.0	-0.8
O=C(O)CCCN1C(=O)/C(=C/c2ccc(-c3nc4ccccc4s3)o2)SC1=S
    -1.6	0.9	-5.9	24.6	1.7	x	19.1	-0.3	-3.7
O=C(N=Nc1c(O)[nH]c2ccc(Cl)cc12)c1cc(-c2cccs2)nc2ccccc12
    -5.9	1.3	0.7	19.5	-8.1	2.6	-2.5	0.2	8.6
CCCCn1c(SCC(=O)Nc2nnc(CC)s2)nc2ccccc2c1=O
    -2.1	0.4	4.9	10.4	-10.9	7.6	1.7	0.7	-9.3
CCc1ccc(NC(=O)CCN2C(=O)c3cccnc3C2=O)cc1
    3.5	0.8	0.6	5.7	-6.1	11.9	-0.1	-0.1	-0.5
Cc1ccccc1N1CCN(C(=O)C2CCCCC2)CC1
    -2.0	0.7	-1.4	-6.5	-5.8	9.3	-0.7	-0.1	0.9

Later entries:
Order of results – Runt-SMMHC FRET	PERK inhibitor	TNF necrop inh	EP2 mod	RBBP9 inh	EP2 antag	Runt-CBFb FRET	zVAD death inh	Hck-Nef inh
O=C1CN(C(=O)COC(=O)CNS(=O)(=O)c2ccccc2)c2ccccc2N1
    1.6	0.9	-0.6	25.4	4.6	7.5	0.2	0.2	1.9
CCOc1c2ccc(C(=O)N[C@H](C)C3CCCCC3)cc2nn1CCOC
    4.0	-0.5	-1.2	-16.8	-8.1	0.7	0.1	0.3	0.9
Cc1nc2sc(C(c3ccco3)N3CCN(c4ccc(F)cc4)CC3)c(O)n2n1 (stereo not drawn)
    -6.0	1.0	2.3	-2.0	5.7	9.4	2.5	0.2	6.3
O=C(Nc1cccc(C(F)(F)F)c1)c1cccnc1N1CCN(c2ccccc2)CC1
    -2.3	0.4	1.7	42.5	-2.5	3.3	-4.3	-1.4	-16.6
COC(=O)c1c(NC(=O)CN2CCN(c3ccccc3Cl)CC2)sc(C)c1C
    0.4	0.8	0.2	30.5	-10.8	8.2	-1.6	0.3	2.4
CC(=O)NC(=S)Nc1ccc(S(=O)(=O)N(C)Cc2ccccc2)cc1
    -5.3	0.6	2.3	-47.6	-6.0	10.9	2.2	2.2	-0.4
COc1ccc(-c2noc(CN3CCN(c4ccccc4F)CC3)n2)cc1OC
    -3.1	0.1	0.7	-12.4	3.2	7.0	-7.0	-0.1	-0.9
O=C(CCCN1C(=O)S/C(=C\c2ccccc2)C1=O)NNC(=O)c1ccccc1O
    -1.7	0.2	1.4	-74.2	-1.0	5.2	-2.2	0.3	8.4
O=C1Nc2ccccc2Oc2cc([N+](=O)[O-])ccc21
    -5.3	0.5	0.1	13.1	1.5	0.5	-0.1	10.4	-5.2
CCCn1c(=NC(=O)c2c(-c3c(F)cccc3Cl)noc2C)c(C(=O)OCC)cc2c(=O)n3ccccc3nc21
    60.1*	0.6	1.1	7.0	-6.2	11.1	71.5*	-1.1	11.6

The last 6 records of the section above are carried over, then new ones follow:
Order of results – Runt-SMMHC FRET	PERK inhibitor	TNF necrop inh	EP2 mod	RBBP9 inh	EP2 antag	Runt-CBFb FRET	zVAD death inh	Hck-Nef inh
COC(=O)c1c(NC(=O)CN2CCN(c3ccccc3Cl)CC2)sc(C)c1C
    0.4	0.8	0.2	30.5	-10.8	8.2	-1.6	0.3	2.4
CC(=O)NC(=S)Nc1ccc(S(=O)(=O)N(C)Cc2ccccc2)cc1
    -5.3	0.6	2.3	-47.6	-6.0	10.9	2.2	2.2	-0.4
COc1ccc(-c2noc(CN3CCN(c4ccccc4F)CC3)n2)cc1OC
    -3.1	0.1	0.7	-12.4	3.2	7.0	-7.0	-0.1	-0.9
O=C(CCCN1C(=O)S/C(=C\c2ccccc2)C1=O)NNC(=O)c1ccccc1O
    -1.7	0.2	1.4	-74.2	-1.0	5.2	-2.2	0.3	8.4
O=C1Nc2ccccc2Oc2cc([N+](=O)[O-])ccc21
    -5.3	0.5	0.1	13.1	1.5	0.5	-0.1	10.4	-5.2
CCCn1c(=NC(=O)c2c(-c3c(F)cccc3Cl)noc2C)c(C(=O)OCC)cc2c(=O)n3ccccc3nc21
    60.1*	0.6	1.1	7.0	-6.2	11.1	71.5*	-1.1	11.6
COc1ccc(-c2[nH]ncc2CN(Cc2nccn2C)C(C)C)cc1F
    1.5	0.4	x	-5.8	-6.1	7.2	0.2	x	x
Cc1ccc(/C=C2\SC(=S)N(c3c(C)n(C)n(-c4ccccc4)c3=O)C2=O)cc1
    0.8	0.6	-4.5	18.1	-6.7	11.7	-0.2	0.2	0.1
Cc1nn(Cc2ccc(F)cc2)c(C)c1NC(=O)c1noc2c1CCCCC2
    -11.8	-0.5	-2.7	-12.0	-7.8	2.0	-2.3	0.5	-4.9
COc1ccc(Cn2cc(F)c(=O)n(CCC(C)C)c2=O)cc1[N+](=O)[O-]
    -3.4	-0.9	-4.8	7.3	-3.7	9.7	0.7	0.0	-0.9
O=C(CCn1c(=S)oc2ccccc21)Nc1cccc(F)c1
    -0.3	1.4	0.8	-39.8	0.3	10.9	0.5	0.7	22.3
C(=N\n1cnnc1)/c1ccccc1OCCOc1ccccc1
    -11.9	0.3	-0.2	0.2	1.8	14.1	-0.8	0.4	1.5
COc1cc(C(=O)N(Cc2ccco2)Cc2cc3ccccc3[nH]c2=O)cc(OC)c1OC
    4.8	-0.3	-1.4	-1.7	3.5	15.6	0.6	-0.7	0.3
CC(=O)NC1=C(C#N)C(c2ccccc2)c2c(ccc3ccccc23)O1 (stereo not drawn)
    1.0	-1.5	-4.6	39.8	-6.4	10.8	-1.9	-0.6	2.6
COc1ccc(C(C)(C)C)cc1NC(=O)c1c(C)noc1C
    -1.2	0.3	-1.2	-3.7	-6.8	5.3	-1.6	-0.2	3.8
COC(=O)CN(C(=S)Nc1ccc(F)cc1)C1CC(=O)N(c2ccc(OC)cc2)C1=O (stereo not drawn)
    -0.5	0.7	-3.5	-8.9	-5.2	8.2	1.4	-0.1	2.1

New compounds follow
Order of results – Runt-SMMHC FRET	PERK inhibitor	TNF necrop inh	EP2 mod	RBBP9 inh	EP2 antag	Runt-CBFb FRET	zVAD death inh	Hck-Nef inh
COc1ccccc1Nc1nnc(SCC(=O)c2cc(C)n(CC3CCCO3)c2C)s1 (stereo not drawn)
    0.7	-1.0	0.7	-17.0	-6.0	-1.7	2.0	-0.1	0.3
Clc1ccc2nc(-c3ccc(Br)s3)cn2c1
    -0.2	-0.6	-7.4	18.6	-11.3	22.6	1.4	-0.2	-1.9
CC(C)OC(=O)c1nnc(Cc2ccc(Cl)cc2)o1
    14.9	0.2	1.8	3.5	-4.2	7.0	2.8	x	-8.1
Cc1ccc(OCC(=O)NCCN2CCCC2)cc1
    -1.9	0.4	-0.7	2.3	-4.3	18.5	1.0	0.1	0.3
Cc1cc(N2CCCCCC2)nc2ccccc12
    2.9	0.6	-2.3	1.6	-0.8	20.0	0.9	0.2	1.2
COc1cccc(C2=CC(c3ccc(N(C)C)cc3)n3ncnc3N2)c1 (stereo not drawn)
    38.7	0.0	-1.4	-23.5	-5.7	10.4	-18.3	2.0	2.0
N[C@@H](CO)c1nnc([C@H](CC(=O)O)NC(=O)C2CCNCC2)o1
    -2.3	1.8	0.3	21.2	-0.1	13.4	0.3	-0.1	-11.8
CCn1cc(SCC(=O)NCC2CCCO2)c2ccccc21 (stereo not drawn)
    -1.6	x	2.3	21.6	x	8.4	1.8	-0.8	29.8
O/N=C/C1=C(Cl)c2ccccc2CC1
    -3.1	0.7	0.2	-52.5	-6.3	7.2	-0.3	3.5	26.0
CCOc1cc(C2C3=C(CCCC3=O)OC3=C2C(=O)CCC3)cc([N+](=O)[O-])c1O
    -0.2	-0.3	2.4	1.7	5.4	6.5	-1.8	1.3	12.0

The list goes on.
Order of results – Runt-SMMHC FRET	PERK inhibitor	TNF necrop inh	EP2 mod	RBBP9 inh	EP2 antag	Runt-CBFb FRET	zVAD death inh	Hck-Nef inh
CCCCS(=O)c1snnc1C (stereo not drawn)
    -5.1	1.8	-0.4	4.5	-1.8	4.1	0.1	0.8	6.5
CCn1c(CSc2nc3ccccc3s2)nnc1SCC(=O)c1ccc(O)cc1O
    -4.4	1.4	-0.8	5.6	4.8	3.3	4.6	0.4	0.4
O=C(CN(Cc1ccc2c(c1)OCO2)C(=O)c1cnsn1)NC1CCCC1
    -1.3	1.2	-3.4	12.5	-8.3	10.0	-3.3	-0.4	1.1
O=C(Oc1ccc2c(c1)C(=O)c1ccccc1CO2)c1ccccc1
    -1.1	-0.1	0.9	20.6	-4.3	12.3	1.1	0.7	3.2
OCCN(CC(O)Cn1ccc2ccccc21)CC(O)Cn1ccc2ccccc21 (stereo not drawn)
    -3.6	-0.5	-0.2	-15.9	-6.8	x	-5.4	0.0	0.7
O=C(CCl)NCCN1C(=O)S/C(=C\c2cccnc2)C1=O
    1.9	0.9	3.6	16.8	-3.3	9.4	1.9	37.4	34.5
COc1cc(NC(=S)N2CCOCC2)c(OC)cc1Cl
    -3.4	1.7	0.6	11.8	-9.1	10.7	1.4	-1.1	-11.7
CCCC(=O)Nc1ccc(N2CCN(C(=O)CCC)CC2)cc1
    -0.2	-0.1	1.8	14.7&-7.9	5.1	10.6&8.6	4.0	0.1	1.3
Nc1ccnn1Cc1cccs1
    2.1	0.6	2.3	12.3	-10.1	7.2	1.0	0.5	-0.5
COc1ccccc1NC(=O)Cc1nn(C)c(=O)c2ccccc12
    0.4	-1.1	-8.2	-10.1	0.8	8.9	0.8	-0.8	13.7
Cc1cc(C)c(NC2=CC(=O)CC(C)(C)C2)c(C#N)c1
    -7.4	0.9	-5.9	33.0	-0.8	3.9	0.7	-0.6	2.0
O=C1Nc2ncccc2OC1CCCl (stereo not drawn)
    0.4	0.9	0.9	17.3	-3.1	x	6.9	0.8	-2.0
CC(=O)NS(=O)(=O)c1ccc(NC(=O)CN2C(=O)C3C4C=CC(C4)C3C2=O)cc1 (stereo not drawn)
    1.7	-0.1	0.6	8.0	-13.1	4.2	2.7	0.1	1.3

Source: PubChem BioAssay
